Bioassay records: PubChem BioAssay, several laboratories
TRPC4 block: inhibitors of mouse TRPC4 channel, primary screen, Fluo4 calcium, HEK293 TRPC4beta/mu-opioid cells. DAMGO-evoked Fluo4 calcium flux; hits give low values. B-score at 10 µM. 300,000 compounds, 0.39% hits. AID 2247, 2010;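 active = B-score over 3 SD under the library average, no early fluorescence shift, positive overall ratio signal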
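System: stable TRPC4beta/mu-opioid receptor HEK293 cells; Dosing: single-point compound dosing; Measured by: Fluo4 Ca2+ flux fluorescence; Read-out basis: per-well B score of integrated baseline-normalized Fluo4 ratio.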
TRPC6 inhibitor: mouse TRPC6 channel inhibitors, primary screen, cell-based, HEK293, membrane potential dye. Short transient receptor potential channel 6 (Mus musculus), Q61143. 310,000 compounds, 1.1% hits. AID 2553, 2010. B-score at 10 µM. ACh-evoked depolarization; hits give low values;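 active = B-score under library mean minus 3 SD, initial fluorescence not abnormally high, positive integrated signal ratio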;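 note: B-score derived from integrated fluorescence ratio over the kinetic read; more negative B-score means stronger inhibition of depolarization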
Target sequence (Q61143 whole entry, looked up): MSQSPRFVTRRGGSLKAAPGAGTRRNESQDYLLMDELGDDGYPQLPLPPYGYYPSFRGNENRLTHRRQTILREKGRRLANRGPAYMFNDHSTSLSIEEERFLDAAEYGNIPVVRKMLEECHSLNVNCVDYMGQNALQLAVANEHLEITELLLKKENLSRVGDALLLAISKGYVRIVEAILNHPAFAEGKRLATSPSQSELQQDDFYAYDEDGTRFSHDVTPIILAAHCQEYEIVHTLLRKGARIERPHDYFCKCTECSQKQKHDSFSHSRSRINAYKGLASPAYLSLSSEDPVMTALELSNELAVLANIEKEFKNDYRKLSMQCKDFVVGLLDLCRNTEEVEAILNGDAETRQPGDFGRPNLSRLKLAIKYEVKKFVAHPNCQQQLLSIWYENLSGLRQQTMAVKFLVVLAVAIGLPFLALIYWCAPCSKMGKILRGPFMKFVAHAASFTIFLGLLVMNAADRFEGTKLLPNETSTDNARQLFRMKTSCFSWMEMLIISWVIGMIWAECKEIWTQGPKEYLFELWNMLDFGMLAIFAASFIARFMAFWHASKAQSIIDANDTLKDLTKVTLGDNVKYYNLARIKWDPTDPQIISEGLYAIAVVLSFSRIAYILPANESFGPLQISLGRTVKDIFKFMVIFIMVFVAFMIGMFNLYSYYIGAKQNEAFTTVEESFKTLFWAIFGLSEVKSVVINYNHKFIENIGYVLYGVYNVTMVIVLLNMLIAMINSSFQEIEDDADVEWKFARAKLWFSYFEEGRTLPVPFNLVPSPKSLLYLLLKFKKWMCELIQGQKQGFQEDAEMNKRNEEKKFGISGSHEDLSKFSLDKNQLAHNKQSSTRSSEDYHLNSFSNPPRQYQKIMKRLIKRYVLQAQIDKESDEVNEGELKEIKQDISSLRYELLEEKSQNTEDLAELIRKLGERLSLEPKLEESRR
PolyA inhibitor: polyadenylation inhibitors in yeast reporter cells, primary screen, luminescence, S. cerevisiae; AID 1875, 2009; 300,000 compounds, 0.02% hits; calls only at 12 µM; S. cerevisiae SKY197-pL101 polyadenylation reporter, beta-gal luminescence; efflux-impaired pdr1/pdr3 knockout yeast; score 100 = 6 SD above DMSO;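 active = lowest replicate activity score at least 50, where 100 means six control SD above control mean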;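 note: yeast exposed to compound for 9 h at 30 °C; higher score means more reporter readthrough which indicates perturbed polyadenylation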
AI-2 QS mod: Vibrio harveyi AI-2 quorum sensing modulators, primary screen, JMH597 strain, luminescence/OD600 ratio; Vibrio harveyi JMH597 AI-2 luminescence/OD600 ratio, 9 h; hits give low values; strain lacks LuxN and CqsS sensors; 0 = neutral-control median; activity change, % at 7.5 µM; 300,000 compounds, 0.4% hits; AID 2094, 2009; in the data active = activity change below about -75%, passing the limit was not always enough;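 note: luminescence divided by OD600 gain over 9 h not by final OD600 alone; inactives centre near 13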
MrgX1 ag: agonists of human MrgX1 receptor, primary screen, HEK293 cells, Fluo-4 calcium flux. Mas-related G-protein coupled receptor member X1 (Homo sapiens), Q96LB2. B-score at 10 µM. 310,000 compounds, 0.44% hits. Fluo-4 calcium fluorescence, agonist mode; hits give high values;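 active = calcium response B-score plate-corrected fluorescence ratio at least 3 library SD, with starting fluorescence B-score inside 5 SD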
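Material: MrgX1-expressing HEK293 cells; input: 15,000 cells per well; doses: test compound given as first of three sequential additions; schedule: overnight plating before 1 h dye loading; technique: Fluo-4 NW calcium-flux fluorescence, kinetic read; evaluation: baseline-normalised fluorescence change ratio, B-scored; control set: plate-wise positive and negative controls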
MrgX1 antagonist: antagonists of human MrgX1 receptor, primary screen, HEK293 cells, Fluo-4 calcium flux. Mas-related G-protein coupled receptor member X1 (Homo sapiens), Q96LB2. BAM8-22 antagonism; hits give low values. B-score at 10 µM. 310,000 compounds, 1.3% hits. AID 588676, 2011;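 active = calcium-response B-score plate-corrected more than 3 library SD below zero, starting fluorescence within 5 deviations, no agonist response on first addition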;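 note: peak minus trough fluorescence over baseline after final BAM8-22 challenge near maximal dose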
HIF activator: HIF pathway transcriptional activators, primary screen, cell-based, U2OS HRE-luciferase, luminescence | U2OS HRE-luciferase reporter; normalized: DMSO 0%, desferrioxamine 100% | 300,000 compounds, 0.32% hits | activation, % at 7.5 µM (by protocol) | AID 1910, 2009;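 active = mean activation of at least 10% of the iron chelator positive control signal, with at least half of replicates also reaching 10%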
TRPC6 activator: mouse TRPC6 channel activators, primary screen, cell-based, HEK293, membrane potential dye. B-score at 10 µM. 310,000 compounds, 0.13% hits. Short transient receptor potential channel 6 (Mus musculus), Q61143. HEK293-TRPC6 membrane potential dye fluorescence; hits give high values;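 active = B-score of the integrated fluorescence ratio above library mean plus 3 SD, and starting fluorescence ratio within library mean plus 5 SD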;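 note: higher score means more depolarization so channel activation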
TRPC4 act: activators of mouse TRPC4 channel, primary screen, Fluo4 calcium, HEK293 TRPC4beta/mu-opioid cells. B-score at 10 µM. 310,000 compounds, 0.49% hits. AID 2237, 2010. Fluo4 calcium fluorescence; hits give high values;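 active = B-score above 5 SD of library B-scores, and initial fluorescence ratio not above library mean plus 5 SD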;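 note: positive B-score marks a calcium rise read as TRPC4 activation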
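Test system: HEK293 cells stably co-expressing mouse TRPC4beta and mu-opioid receptor | Schedule: Fluo4 dye loading 45 min at room temperature, 110 s recording | Measured by: Kinetic Fluo4 calcium fluorescence, 5 s baseline at 1 Hz | Evaluation: B score of integrated ratio | Controls: Buffer (low) and maximal DAMGO (high)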
MrgX1 PAM: positive allosteric modulators of MrgX1, primary screen, HEK293 cells, Fluo-4 calcium flux | 310,000 compounds, 0.63% hits | AID 588675, 2011 | FDSS; hits give high values | Mas-related G-protein coupled receptor member X1 (Homo sapiens), Q96LB2 | B-score at 10 µM;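 active = plate-corrected calcium response at least 3 library SD above typical, normal starting fluorescence, not activating the receptor alone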;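 note: compound read alongside a low EC10 to EC30 dose of BAM8-22 agonist; peak minus trough fluorescence over baseline measured at the second addition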
TRPC4 PAM: positive allosteric modulators of TRPC4, primary screen, cell-based, mouse TRPC4beta, HEK293 mu-opioid, Fluo-4 calcium | Short transient receptor potential channel 4 (Mus musculus), Q9QUQ5 | DAMGO EC20, Fluo-4 Ca2+ flux; hits give high values | B-score at 10 µM | 310,000 compounds, 0.42% hits;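 active = B-score of calcium response area above 5 SD of library B-scores, with initial fluorescence ratio within 5 SD of library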;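 note: B-score of integrated fluorescence ratio over time as area under calcium response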
An asterisk follows results filed as active; i = inactive; nt = not tested or not shown.

SMILES	PolyA inhibitor	TRPC4 act	TRPC4 PAM	TRPC6 inhibitor	MrgX1 antagonist	MrgX1 PAM	MrgX1 ag	HIF activator	AI-2 QS mod	TRPC6 activator	TRPC4 block
COc1cc(OC)c(NC(=S)Nc2cccc(C)c2)cc1Cl	i	i	i	i	i	i	i	1.0	15	i	i
Cc1cccc(NC(=O)C2CCCN2S(=O)(=O)c2ccc(F)cc2)c1C (stereo not drawn)	i	i	i	i	i	i	i	0.0	0	i	i
O=C(Nc1cccc(C(F)(F)F)c1)c1ccc(Cn2cc(Br)cn2)o1	i	i	i	i	i	i	i	-0.1	10	i	i
N#CCCN(C(=O)Nc1ccccc1)c1ccccc1	i	i	i	i	i	i	i	0.0	5	i	i
CC(=O)c1ccc(N2CCN(C(=O)C3CCN(S(=O)(=O)c4ccc5c(c4)CC(C)N5C(C)=O)CC3)CC2)cc1 (stereo not drawn)	i	i	i	i	i	i	i	-0.5	nt	i	i
CC(C)(C)c1nnc2sc(SCC(=O)N3CCc4ccccc43)nn2c1=O	i	i	i	i	i	i	i	-0.2	8	i	i
O=C(COC(=O)c1ccco1)c1ccc(F)cc1	i	i	i	i	i	i	i	1.7	-8	i	i
O=C(Cn1cc2c(n1)CCCC2)NCC1CCCO1 (stereo not drawn)	i	i	i	i	i	i	i	0.2	4	i	i
COc1ccccc1CNCC(O)Cn1c2ccccc2c2ccccc21 (stereo not drawn)	i	80*	i	i	i	i	i	-0.4	18	i	i
CCOC(=O)c1c(Nc2ccccc2)sc(/C=C2\C=Nc3ccccc32)c1O	i	i	i	i	i	i	i	-0.2	13	i	i
O=C(NC1(C(=O)NC2CCCCC2)CCCCC1)c1ccc2c(c1)OCO2	i	i	i	i	i	i	i	-0.3	4	i	i
CCCCCCSc1cccc(-c2nc3ccc(Cl)cn3c2NCc2ccccc2)c1	i	i	i	i	i	i	i	1.7	24	i	i
COC(=O)c1[nH]c2ccccc2c1NC(=O)/C=C/c1ccc2c(c1)OCO2	i	i	i	i	i	i	i	0.4	12	i	i
CCOc1ccccc1CN1CCNC(=O)C1CC(=O)NCCc1ccccn1 (stereo not drawn)	i	88*	i	i	i	i	i	-0.2	12	i	i
COC(=O)c1[nH]c(C)c(/C(O)=C2\C(=O)C(=O)N(CCN3CCOCC3)C2c2cccnc2)c1C (stereo not drawn)	i	i	i	i	i	i	i	-0.1	11	i	i
CCC(=O)N1CCN(c2ccc(Cl)cc2NC(=O)Cc2ccc(Cl)cc2)CC1	i	i	i	i	i	i	i	-0.4	5	i	i
Cc1c(C=O)c2ccccn2c1C(=O)c1cccs1	i	i	i	i	i	i	i	0.5	28	i	i
COc1ccc(NC(=O)CN(C)C(=O)c2c(-c3c(F)cccc3Cl)noc2C)cc1	i	i	i	i	i	i	i	0.6	1	i	i
CCN(Cc1ccccc1)C(=O)c1ccc2c(=O)n3c(nc2c1)CCC3	i	i	i	i	i	i	i	-0.1	12	i	i
Cc1cccc(OCCC(=O)N(C)CC(=O)Nc2cccc3ccccc23)c1	i	i	i	i	i	i	i	0.4	20	i	i
Cc1cc(SCC(=O)N/N=C/c2ccc(O)cc2O)nc2ccccc12	i	i	i	i	i	i	i	2.1	22	i	i
CSc1ccccc1NC(=O)c1ccccc1C	i	i	i	i	i	i	i	-0.9	34	i	i
Cc1ccc2c(c1)N(CC(=O)N1CCOCC1)C(=O)CO2	i	i	i	i	i	i	i	-0.1	9	i	i
O=C(NCc1ccccc1)C(c1ccccc1)N(Cc1cccs1)C(=O)c1cnccn1 (stereo not drawn)	i	i	i	i	i	i	i	1.0	11	i	i

Only MrgX1 antagonist, for some of the entries so far:
| Structure | MrgX1 antagonist |
| --- | --- |
| CCCCCCSc1cccc(-c2nc3ccc(Cl)cn3c2NCc2ccccc2)c1 | i |
| COC(=O)c1[nH]c2ccccc2c1NC(=O)/C=C/c1ccc2c(c1)OCO2 | i |

Carrying on.
SMILES	PolyA inhibitor	TRPC4 act	TRPC4 PAM	TRPC6 inhibitor	MrgX1 antagonist	MrgX1 PAM	MrgX1 ag	HIF activator	AI-2 QS mod	TRPC6 activator	TRPC4 block
Cc1ccc(NS(=O)(=O)c2cc3c4c(cccc4c2)C(=O)NC3=O)cc1	i	i	i	i	i	i	i	-0.8	7	i	i
S=c1[nH]nc(-c2ccccn2)n1/N=C/c1ccccc1	i	i	i	i	i	i	i	-0.2	12	i	i
COc1ccc(NC(=S)N(CCC(C)C)C2CCN(C(C)C)CC2)cc1Cl	i	i	i	i	i	i	i	-12	-7	i	i
COC(=O)C1=C(CSc2nc3ccccc3o2)NC(=O)NC1c1cc(C)ccc1C (stereo not drawn)	i	nt	nt	nt	i	i	i	-0.2	25	nt	nt
CCOC(=O)C1(Cc2ccc(OC)cc2)CCN(C(=O)c2cc3ccccc3[nH]2)CC1	i	i	i	i	i	i	i	0.5	16	i	i
Cc1cc(C)cc(NC(=O)CCCN2C(=O)C(c3ccccc3)Oc3cccnc32)c1 (stereo not drawn)	i	i	i	i	i	i	i	-0.1	21	i	i
O=C(NNc1nc2ccccc2s1)c1ccc(F)cc1	i	i	i	i	i	i	i	nt	-77*	i	i
Cc1ccc(-n2c(Cn3cnc4ccccc43)nnc2SCC(=O)O)cc1	i	i	i	i	i	i	i	0.1	1	i	i
Cc1ccc(S(=O)(=O)N(C)C)cc1NC(=O)COC(=O)/C=C/c1cnc2ccccc2n1	i	i	i	i	i	i	i	0.7	17	i	i
CC12CN3CC(C)(CN(C1)C3c1cc3ccccc3[nH]1)C2=O (stereo not drawn)	i	i	i	i	i	i	i	0.0	-13	i	i
COc1ccc(C(=O)NNC(=S)NC(=O)c2ccc(F)cc2)cc1Br	i	49*	i	i	i	i	i	0.0	44	i	i
COc1cccc(OC)c1C(=O)Nc1ccccc1C(=O)N1CCOCC1	i	i	i	i	i	i	i	-0.6	14	i	i
O=C(c1cccc2ccccc12)N1CCN(c2ccc([N+](=O)[O-])c(NCc3ccco3)c2)CC1	i	i	i	i	i	i	i	-0.1	12	i	i
Cc1sc2nc(CSc3ccc([N+](=O)[O-])cc3)[nH]c(=O)c2c1C	i	i	i	i	i	i	i	-0.3	22	i	i
COc1ccc(C(=O)NCCNc2nc3c(C)cccc3cc2C#N)cc1	i	i	i	i	i	i	i	-1.5	0	i	i
N/C(COc1ccc(Cl)cc1Cl)=N\NS(=O)(=O)c1ccccc1	i	i	i	i	i	i	i	0.9	-2	i	i
COC(=O)c1sccc1NC(=O)CSCCc1ccncc1	i	i	i	i	i	i	i	-0.1	-3	i	i
CCC(CC)c1nnc(NC(=O)C2CSC3(C)CCC(=O)N23)s1 (stereo not drawn)	i	i	i	i	i	i	i	-0.2	33	i	i
O=C(C1=C[C@H](c2ccc3c(c2)OCO3)C[C@H](OCCCCO)O1)N1CCN(Cc2ccccc2)CC1	i	i	i	i	i	i	i	-0.2	11	i	i
O=C(CCS(=O)(=O)c1cccc2nonc12)NC1CCCCCC1	i	i	i	i	i	i	i	0.2	11	i	i
N#CC(c1ccc(Cl)cc1)c1nc2ccccc2nc1C(F)(F)F (stereo not drawn)	i	i	i	i	i	i	i	-0.2	72	i	i
COC(=O)c1cccc(Cn2c(Cl)c(/C=N/Nc3ccccc3C)sc2=O)c1	i	i	i	i	-8.1*	i	i	-0.7	15	i	i
CC(C)(C)C1CCC(=NNS(=O)(=O)c2ccc(Br)cc2)CC1 (stereo not drawn)	i	i	i	i	i	i	i	-0.9	20	i	i
COc1ccccc1C(=O)N1CCN(C(=O)c2ccncc2)CC1	i	i	i	i	i	i	i	-0.5	5	i	i
CCOc1ccc(C(=O)OCC(=O)NCCNC(=O)COC(=O)c2ccc(OCC)cc2)cc1	i	i	i	i	i	i	i	-0.2	17	i	i
CN(Cc1nc(-c2cccs2)no1)CC1COCCO1 (stereo not drawn)	i	i	i	i	i	i	i	0.9	-4	i	i
CC(=O)C1=C(Nc2ccccc2)CC(C)(O)C(C(C)=O)C1c1ccccc1 (stereo not drawn)	i	i	i	i	i	i	i	-0.9	-5	i	i
CN(N=Nc1cccc([N+](=O)[O-])c1)c1cccc([N+](=O)[O-])c1	i	i	i	i	i	i	i	1.1	-1	i	i
S=C(NCc1ccccc1)N1CCc2ccccc2C1	i	i	i	i	i	i	i	0.0	-24	i	nt
CCc1cc2ccc(C)c(C)c2nc1SCC(=O)Nc1cc(C)on1	i	i	i	i	i	i	i	-0.2	33	i	i
O=C(CCc1nc2ccccc2s1)NCc1ccccc1F	i	i	i	i	i	i	i	-41	31	i	i
COc1ccc(S(=O)(=O)Nc2c(C)nc3nc(C)[nH]n3c2=O)cc1	i	i	i	i	i	i	i	-0.2	7	i	i

The list is partial (hit frequency here may not be typical).
